TRHR agonist – TRH receptor (human) agonism; P34981; TRHR cells, calcium flux fluo-8, FDSS agonist mode; activation, % at 2 µM; 0.18% of 360,000 active; AID 493084; further: 0% is about no effect
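TRHR-expressing cells loaded with fluo-8 calcium dye; 23 nL library compound pin-transferred, kinetic FDSS fluorescence (Ex 480/Em 530) recorded about 180 s for agonist-induced calcium release, before a 10 nM TRH EC20 addition for potentiator mode.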
D2 PAM – positive allosteric modulators of human D2 dopamine receptor; P14416; HEK293 T-REx D2, calcium flux, EC20 dopamine potentiation; potentiation, % at 10 µM; 0.34% of 340,000 active;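 active means potentiation over 3 SD above the plate norm, cut at about 30% in these data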; further: 0% is about no effect
Target sequence (P14416 whole entry, looked up): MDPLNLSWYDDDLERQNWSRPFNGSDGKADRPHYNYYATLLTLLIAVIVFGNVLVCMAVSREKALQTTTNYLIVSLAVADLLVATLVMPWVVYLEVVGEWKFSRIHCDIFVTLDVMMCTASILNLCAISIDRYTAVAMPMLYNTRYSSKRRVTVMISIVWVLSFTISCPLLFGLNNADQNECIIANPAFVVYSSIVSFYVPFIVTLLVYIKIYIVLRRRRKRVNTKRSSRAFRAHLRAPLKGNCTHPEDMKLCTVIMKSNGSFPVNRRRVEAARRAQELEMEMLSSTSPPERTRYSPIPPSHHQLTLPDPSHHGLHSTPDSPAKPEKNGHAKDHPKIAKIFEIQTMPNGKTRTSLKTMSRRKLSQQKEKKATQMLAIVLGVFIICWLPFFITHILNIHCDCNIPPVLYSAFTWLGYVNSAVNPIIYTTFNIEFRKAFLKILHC
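Tetracycline-induced Hek293 Trex D2 cells, force-coupled to calcium, loaded with no-wash calcium dye. Compound added with 180 s kinetic read for agonism, then EC20 dopamine and a further 180 s read for potentiation.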
D2 agonist – activates the human D2 dopamine receptor; P14416; HEK293 T-REx D2 cells, calcium flux agonist mode; activation, % at 2 µM; 0.53% of 340,000 active;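 active means activation over 3 SD above normal in the single-dose calcium agonist read, cut at about 30% in these data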; further: 0% is about no effect
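In this primary screen, compounds producing a positive calcium signal within 180 s of addition to tetracycline-induced, force-coupled HEK293 Trex D2 cells are flagged; cells are dye-loaded with a no-wash calcium kit beforehand.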
D2 antag – antagonizes the human D2 dopamine receptor; HEK293 TREx D2 cells, calcium flux, dopamine EC80; P14416; 2% of 340,000 active; inhibition, % at 10 µM; in the data active means inhibition above about 30%; further: 0% is about no effect
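Compounds are added to dye-loaded, induced HEK293 T-REx cells coupled to calcium release via D2; after a 3 min kinetic read an EC80 dopamine stimulus is given and fluorescence is recorded for 3 more min.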
D1 antag – antagonists of human D1 dopamine receptor; activity change, negative = inhibition, % at 10 µM; 3.2% of 360,000 active; HEK293 TREx D1 cells, calcium flux, dopamine EC80; active compounds read low; P21728; in the data active means activity change below about -30%; further: on the % scale 0 is the no-effect control and ±100 the full control effect
Target sequence (P21728 whole entry, looked up): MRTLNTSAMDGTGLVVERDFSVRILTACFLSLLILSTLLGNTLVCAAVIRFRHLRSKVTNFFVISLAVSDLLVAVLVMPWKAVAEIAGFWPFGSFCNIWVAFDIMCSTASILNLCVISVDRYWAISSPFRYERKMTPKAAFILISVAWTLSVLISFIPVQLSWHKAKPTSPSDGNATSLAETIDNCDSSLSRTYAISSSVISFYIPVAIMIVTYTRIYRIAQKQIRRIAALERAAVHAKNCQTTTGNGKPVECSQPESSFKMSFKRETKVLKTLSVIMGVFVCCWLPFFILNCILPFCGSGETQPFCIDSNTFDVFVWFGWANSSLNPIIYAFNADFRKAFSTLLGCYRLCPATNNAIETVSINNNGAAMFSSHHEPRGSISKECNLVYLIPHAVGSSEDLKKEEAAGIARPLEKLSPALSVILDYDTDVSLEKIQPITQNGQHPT
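After overnight tetracycline induction at 30 C, force-coupled D1 HEK293 cells took up a no-wash calcium dye at room temperature. Compounds were added and monitored 180 s, and the response to EC80 dopamine was then recorded.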
RXFP1 antag – blocks the human relaxin receptor RXFP1 | 0.59% of 350,000 active | activity change, negative = inhibition, % at 57.5 µM | HEK293-RXFP1, relaxin-stimulated cAMP HTRF, 30 min; active compounds read low;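 active means activity change of -60% or lower, but not beyond a set lower limit; inconclusive means change between -60% and -40%, or beyond the set limit; inactive means change above -40%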; further: on the % scale 0 is the no-effect control and ±100 the full control effect
D1 ag – activates the human D1 dopamine receptor | P21728 | HEK293 T-REx D1 cells, calcium flux, agonist mode | activation, % at 2 µM | 1% of 360,000 active | AID 504660; further: 0% is about no effect
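Inducible HEK293 T-REx D1 cells, force-coupled to calcium signalling, were plated at 4000 cells/well with tetracycline and held overnight at 30 C. After no-wash calcium dye loading, compound-evoked calcium rise over 180 s flagged agonists.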
D1 potentiator – human D1 dopamine receptor positive modulation; P21728; HEK293 TREx D1 cells, calcium flux, dopamine EC20 potentiation; potentiation, % at 10 µM; 0.036% of 360,000 active; AID 504651; in the data active means potentiation above about 30%; further: 0% is about no effect
TRHR PAM – TRH receptor (human) allosteric enhancement; TRHR cells, fluo-8 calcium fluorescence, EC20 TRH enhancement; enhancement, % at 2 µM; 0.66% of 360,000 active; in the data active means enhancement above about 30%; further: 0% is about no effect
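Enhancer read-out: after compound pinning and an initial kinetic agonist-mode read, an EC20 of TRH (10 nM final) was injected and fluo-8 calcium signal (Ex 480/Em 530) followed at 1 s/cycle for 100 cycles in TRHR-expressing cells.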
Active calls of the source: *; u = inconclusive; x = not tested or not shown; & = joins results of further samples. Unless noted, no stated cut-off is given here; in the data, active means activation above about 30%; inactive means the rest. Outcome played no part in choosing rows (roughly 7.1% active in at least one column).

SMILES	RXFP1 antag	TRHR PAM	D2 PAM	D1 ag	D2 agonist	TRHR agonist	D2 antag	D1 potentiator	D1 antag
O=C(CCN1C(=O)S/C(=C\c2cccs2)C1=O)NC1=NCCS1	4	7	0	5	-0.8	0.5	-1	-1	-10
CCc1ccc2c(CN3CCN(S(=O)(=O)c4ccc5c(c4)OCCO5)CC3)cc(=O)oc2c1	-5	-4	0	2	x	0.9	x	2	-21
COc1cccc(CNC(=O)CCc2nc(-c3ccc(C)cc3)no2)c1	-11	10	-4	4	-0.5	-0.6	x	0	-1
CC1C(=O)OC(c2ccc(Cl)cc2)C(C)(C)C1=O (stereo not drawn)	3	5	-1	5	0.4	-0.4	4	-1	-23
C=CCNC(=S)NNC(=O)c1csc(CC)c1	12	-1	3	2	-0.2	0.1	-10	-7	-8
CC(C)Sc1nc2[nH]ncc2c(=O)[nH]1	-4	-3	0	2	1.3	0.0	2	0	3
Cc1ccc(C(=O)N/C(=C\c2ccc(C(C)C)cc2)C(=O)NCCCN2CCOCC2)cc1	-4	6	7	7	-0.3	-0.7	12	-5	-5
Cc1sc2ncnc(SCC(=O)N3CCCC(C(F)(F)F)C3)c2c1C (stereo not drawn)	-6	-2	-5	1	0.5	0.9	2	6	-38*
CCOc1ccc(NC(=O)CCc2c(C)nc3c4c(C)cc(C)nc4nn3c2C)cc1	2	9	-14	3	-0.9	-2.0	x	0	13
O=C(NCCN1CCOCC1)C1CC(=O)N(c2ccc(F)cc2)C1 (stereo not drawn)	-10	-5	x	1	-3.3	0.3	-4	-5	-3
Cc1cccc(-c2csc3ncnc(Sc4nnnn4C)c23)c1	x	3	x	0	x	-1.1	x	5	-4
Cn1nnnc1Sc1ncnc2scc(-c3cccc(S(C)(=O)=O)c3)c12	x	2&0	3	0&0	-0.7	1.5&-0.2	-12	2&1	-10
COc1ccc(NC(=O)COC(=O)c2ccc(N3CCCC3=O)cc2)cc1OC	10	43*	-4	3	0.1	0.3	-4	-8	12
Cc1[nH]c2ccccc2c1/C=N/Nc1nncn1N	1	14	x	4	x	0.9	x	-2	1
N#C/C(=C\c1ccc(OCC(N)=O)cc1)C(=O)NC1CC1	-2	-1	x	-1	x	0.6	x	-17	-36*
COC(=O)c1ccc2c(=O)n(CCCCCC(=O)O)c(=O)[nH]c2c1	-2	-3	-2	1	-0.9	0.8	5	-9	-6
CS(=O)(=O)c1ccc(C(=O)N2CCN(C(=O)c3ccco3)CC2)cc1	-2	1	0	3	0.1	-0.4	-1	-4	-17
CCSc1ncc(Cl)c(C(=O)N(Cc2ccccc2Cl)C2CCS(=O)(=O)C2)n1 (stereo not drawn)	x	1	7	1	-0.4	-0.3	x	-1	1
CC(CCc1ccccc1)NC(=O)C1CCCN(C(=O)c2cc3sccc3n2C)C1 (stereo not drawn)	7	-13	x	1	x	-1.6	x	-9	-39*
Cc1ccc(CNC(=O)N2CCN(S(=O)(=O)c3ccccc3)CC2)cc1	-4	-19	8	0	-0.9	0.5	-19	0	15

Reprinted from the part before: 7 compounds; new compounds follow.
SMILES	RXFP1 antag	TRHR PAM	D2 PAM	D1 ag	D2 agonist	TRHR agonist	D2 antag	D1 potentiator	D1 antag
Cc1[nH]c2ccccc2c1/C=N/Nc1nncn1N	1	14	x	4	x	0.9	x	-2	1
N#C/C(=C\c1ccc(OCC(N)=O)cc1)C(=O)NC1CC1	-2	-1	x	-1	x	0.6	x	-17	-36*
COC(=O)c1ccc2c(=O)n(CCCCCC(=O)O)c(=O)[nH]c2c1	-2	-3	-2	1	-0.9	0.8	5	-9	-6
CS(=O)(=O)c1ccc(C(=O)N2CCN(C(=O)c3ccco3)CC2)cc1	-2	1	0	3	0.1	-0.4	-1	-4	-17
CCSc1ncc(Cl)c(C(=O)N(Cc2ccccc2Cl)C2CCS(=O)(=O)C2)n1 (stereo not drawn)	x	1	7	1	-0.4	-0.3	x	-1	1
CC(CCc1ccccc1)NC(=O)C1CCCN(C(=O)c2cc3sccc3n2C)C1 (stereo not drawn)	7	-13	x	1	x	-1.6	x	-9	-39*
Cc1ccc(CNC(=O)N2CCN(S(=O)(=O)c3ccccc3)CC2)cc1	-4	-19	8	0	-0.9	0.5	-19	0	15
COc1ccc(S(=O)(=O)N(CC(=O)Nc2ccc(C)cc2)c2ccc(C)cc2)cc1OC	x	1	-2	5	1.3	0.0	x	-4	6
CN(C)C(=O)C1C2NC(=S)N(c3ccc(Cl)cc3)C1(C)Oc1ccc(Cl)cc12 (stereo not drawn)	8	-12	x	10	0.1	1.0	5	0	30
COc1ccc(Cn2nc(-c3ccccc3)c(N3CCCCC3)cc2=O)cc1	-12	-2	-2	17	0.6	2.6	3	-2	4
Cc1ccc([N+](=O)[O-])c(OCCCN2CCCCCC2)c1	2	6	-27	0	-0.3	0.0	71*	-12	x
O=C(O)c1ccc(S(=O)(=O)c2ccc3c(c2)C(=O)N(c2ccccc2[N+](=O)[O-])C3=O)cc1	-4	1	-11	1	-0.3	-0.8	-4	-1	-4
COc1ccc(Cn2c(=N)c(C(=O)NCC3CCCO3)cc3c(=O)n4ccccc4nc32)cc1 (stereo not drawn)	x	-4	-3	0	0.1	-0.2	18	0	2
O=C(CCc1ccccc1)Nc1cc(C(=O)O)cc(C(=O)O)c1	-38	9	x	1	x	-0.5	x	-2	2
COc1ccccc1-n1c(CNC(=O)c2cccs2)n[nH]c1=S	-2	2	x	2	1.5	-0.5	-3	-2	-5
Cc1ccc2c(c1)NC(=O)C(CC(=O)NCc1ccc(F)cc1)O2 (stereo not drawn)	x	3	2	2	x	-0.4	x	x	-12
CCOC(=O)COc1ccc2ccccc2c1/C=C/[N+](=O)[O-]	u	-11	5	0	12	4.7	-16	-6	13
Cc1cc(C)c(S(=O)(=O)Nc2ccc(-c3ccc(N4CCCCCC4)nn3)cc2)c(C)c1	-25	0	3	2	-1.0	0.5	x	1	10
O=c1c2cc(Cl)ccc2[nH]c(=S)n1Cc1cccs1	-22	-6	-2	2	0.9	0.6	-5	-5	-10
CCC(=O)N(CC(=O)Nc1sc(C)c(C)c1C(N)=O)C1CCCC1	-4	0	-5	-1	0.1	-0.2	12	6	26
OCC1OC(Oc2c[nH]c3ccccc23)C(O)C(O)C1O (stereo not drawn)	x	-4	8	1	-0.9	-0.2	-4	1	0
COC(=O)NNC(=O)Cc1cccc2ccccc12	0	2	-3	4	0.2	-0.1	8	-3	4
COc1ncc(C2=CC(=O)CC(C)(C)C2)cn1	x	-5	-4	-2	-0.1	0.0	6	2	x
O=C1CSC(c2ccccc2[N+](=O)[O-])N1c1ccccc1 (stereo not drawn)	13	1	4	0	-0.2	-1.1	-15	-2	4
COc1ccc(S(=O)(=O)Nc2cccc(-c3ccc4nncn4n3)c2)c(OC)c1	15	10	-7	4	0.7	0.2	10	-3	-1
Cc1cc(=O)oc2cc(OCc3ccc(C(=O)OCC(=O)Nc4ccccc4OC(F)F)cc3)ccc12	-1	2	3	7	0.7	0.6	-6	-4	-2
COc1ccc(-n2c(N)cc(=O)nc2SCC(=O)N2CCN(c3ccccc3)CC2)cc1	-16	4	-8	-1	21	0.4	1	2	-5
CCc1sc(C(=O)N2CCc3ccccc32)cc1C	-4	-5	-3	5	-1.4	-0.4	12	-6	0
O=C(O)CSc1nnc(COc2cccc3cccnc23)n1-c1cccc(C(F)(F)F)c1	-1	5	2	3	1.2	1.3	-3	2	2
COc1ccc(NS(=O)(=O)c2ccc3nc(COc4ccc(C#N)cc4)[nH]c3c2)cc1	16	5	4	5	1.1	1.2	-4	0	9
CN(Cc1ccccc1)C(=O)COC(=O)Cn1cnc2ccccc21	-18	6	13	16	2.4	-0.2	-7	-4	-27
CC(C)Sc1ncc(Cl)c(C(=O)N(Cc2ccc(N(C)C)cc2)C2CCS(=O)(=O)C2)n1 (stereo not drawn)	x	1	13	3	0.0	-0.7	x	1	8
COc1ccc(CN(CCN(C)C)Cc2ccccc2)c(OC)c1	7	-6	-17	8	0.4	3.0	-15	-5	0
Cc1sc2ncnc(NCCCN3CCCC3=O)c2c1C	-3	-1	x	1	x	-0.2	x	-6	4
Cc1cc(C(=O)Nc2ccc3c(c2)OCCO3)ccc1[N+](=O)[O-]	-9	15	-4	0	-0.1	-0.1	-14	-6	-9
CC1=C(C(N)=O)C(c2cccnc2)n2nc(-c3cccc(Cl)c3)nc2N1 (stereo not drawn)	-10	2	3	3	-0.3	-0.6	5	-1	-6
COc1ccc(CN2C(=O)CSC2c2ccccn2)cc1 (stereo not drawn)	6	-1	-5	2	-0.9	0.4	-9	1	-1

Bioassay records (PubChem)
